Kir21 block: Kir2.1 (mouse) channel inhibition | P35561 | HEK293-Kir2.1, FluxOR thallium flux fluorescence; hits give low values | B-score at 10 µM | 310,000 tested, 0.85% active;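 active = fluorescence ratio B-score at or below minus 3 SD of library scores, with starting-brightness B-score within 2 SD, cut at about -4.2 in these data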;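 note: channel flux triggered by added potassium and thallium sulfate stimulus; B-score of peak minus minimum fluorescence over baseline after thallium stimulus; more negative B-score means stronger Kir2.1 block with less thallium influx; some compounds called inactive have numbers as strong as hits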
Target sequence (P35561 whole entry, looked up): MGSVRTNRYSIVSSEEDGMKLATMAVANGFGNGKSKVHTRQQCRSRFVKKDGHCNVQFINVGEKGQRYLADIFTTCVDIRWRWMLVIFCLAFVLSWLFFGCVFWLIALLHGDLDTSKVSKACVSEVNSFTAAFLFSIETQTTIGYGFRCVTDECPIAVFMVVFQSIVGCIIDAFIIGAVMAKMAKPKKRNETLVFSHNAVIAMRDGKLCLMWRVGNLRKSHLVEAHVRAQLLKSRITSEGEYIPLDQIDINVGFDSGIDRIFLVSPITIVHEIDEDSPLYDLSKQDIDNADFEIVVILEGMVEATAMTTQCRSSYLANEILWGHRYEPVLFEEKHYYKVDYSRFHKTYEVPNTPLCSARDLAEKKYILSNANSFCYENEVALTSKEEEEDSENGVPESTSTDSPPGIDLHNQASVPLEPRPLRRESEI
STK33 inh: blocks human STK33 kinase activity; purified STK33, MBP phosphorylation, ADP-Glo luminescence; inhibition, % at 10 µM; 320,000 tested, 0.073% active;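 active = inhibition at or above 25%, using the most active replicate where run in duplicate; inactive = inhibition below 25%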
Target sequence (Q9BYT3 whole entry, looked up): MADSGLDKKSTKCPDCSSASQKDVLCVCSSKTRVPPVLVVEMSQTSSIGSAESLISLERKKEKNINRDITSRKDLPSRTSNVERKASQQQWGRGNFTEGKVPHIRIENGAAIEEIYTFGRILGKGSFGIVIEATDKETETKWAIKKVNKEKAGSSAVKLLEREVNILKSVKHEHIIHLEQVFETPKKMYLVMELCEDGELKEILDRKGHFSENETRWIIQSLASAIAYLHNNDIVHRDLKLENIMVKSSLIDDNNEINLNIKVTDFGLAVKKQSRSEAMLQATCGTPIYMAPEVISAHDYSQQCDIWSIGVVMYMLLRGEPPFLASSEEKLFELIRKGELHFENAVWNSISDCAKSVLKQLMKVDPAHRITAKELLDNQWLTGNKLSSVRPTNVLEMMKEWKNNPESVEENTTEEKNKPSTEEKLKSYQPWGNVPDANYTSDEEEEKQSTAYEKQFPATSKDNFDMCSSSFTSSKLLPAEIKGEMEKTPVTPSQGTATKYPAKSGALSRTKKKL
KCNQ2 inh: KCNQ2 potassium channel inhibitors, primary screen, cell-based, CHO-K1, FluxOR thallium flux, B-score (AID 2156); O88943; 20 min; hits give low values; B-score at 10 µM; 310,000 tested, 1.1% active;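 active = fluorescence ratio B-score at most minus 3 library SDs, with starting brightness B-score within 2 library SDs, cut at about -5.5 in these data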
Active calls of the source: *; i = inactive; . = not tested or not shown.

SMILES | Kir21 block | STK33 inh | KCNQ2 inh
Cc1c(Br)c([N+](=O)[O-])nn1C(C)C(=O)NCC1CCCO1 (stereo not given) | -0.06 | -1.2 | i
CN(CC(=O)N1CCc2ccccc21)S(=O)(=O)c1cccc2cccnc12 | -0.75 | -0.4 | i
O=C(COc1coc(CN2CCc3ccccc3C2)cc1=O)Nc1ccc(Cl)cc1 | -0.16 | 1.2 | i
COC(=O)c1cc2ccsc2n1CC(=O)NCC1CCCO1 (stereo not given) | -0.06 | -0.6 | i
COC(=O)c1c(NC(=O)CSc2ncn[nH]2)sc(C)c1C | -1.2 | 1.2 | i
Cn1nc(C(=O)OCCN2C(=O)c3ccccc3C2=O)c2ccccc2c1=O | -0.03 | 2.1 | i
COc1ccc(C(=O)Nc2ccc(NC(=O)CSc3nnc(-c4ccncc4)n3C)cc2)cc1 | -0.28 | -0.7 | i
Cc1ccc(S(=O)(=O)N2CCN(C(=O)CSc3nccn3C)CC2)cc1 | 0.08 | 0.9 | i
On1c(-c2ccccc2)nc2ncccc21 | 0.58 | 0.5 | i
O=C(COC(=O)C1(c2ccc(F)cc2)CCCC1)N1CCOCC1 | -1.4 | 0.3 | i
COc1cc(NC(=O)COc2ccccc2Cl)ccc1NC(=O)c1cccs1 | 0.74 | -1.0 | i
CCCCn1c(CNC(=O)c2cccs2)nc2ccccc21 | -0.77 | 0.0 | i
Nc1ccc[n+](Cc2ccccn2)c1 | 1.3 | -1.8 | i
Cc1ccc(CN2CCN(CC(=O)N=Nc3c(O)[nH]c4ccccc34)CC2)cc1 | -0.69 | -0.9 | i
COCCNC(=O)c1ccccc1NC(=O)c1ccc(Cl)c(S(=O)(=O)Nc2ccc(C)cc2C)c1 | 0.09 | -2.0 | i
O=C(CN(c1ccccc1)S(=O)(=O)c1ccccc1)NCCSCc1ccco1 | -0.24 | -0.2 | i
CCCCCn1c(CN2CCN(C(=O)OCC)CC2)nc2c1c(=O)n(C)c(=O)n2C | 0.41 | 1.5 | i
Cc1ccc(CN2CCN(/N=C/c3cc(Br)ccc3F)CC2)cc1 | 0.84 | -1.3 | i
COC(=O)[C@H](CCSC)NC(=O)NCc1cccs1 | 0.79 | 0.5 | i
COc1ccc(C(=O)COC(=O)C(C(C)C)N2C(=O)C3C4C=CC(C4)C3C2=O)cc1 (stereo not given) | -1.6 | 0.2 | i
Cc1ccc2nc(SCC(=O)N3CCC(C)CC3)nc(=O)n2c1 | 0.18 | . | i
O=C(CNC(=O)c1cccc(OC(F)F)c1)OCc1cc(=O)n2cc(Br)ccc2n1 | 0.38 | . | i
CCc1nnc(NC(=O)C2CCCN2C(=O)Nc2ccccc2OC)s1 (stereo not given) | 1.9 | 0.2 | i
Cc1ccc(S(=O)(=O)n2cc(C=O)c3ccccc32)cc1 | -0.99 | 0.2 | i
O=c1[nH]cc(S(=O)(=O)c2ccccc2)[nH]1 | -0.58 | 0.1 | i
O=C(COCc1cc(-c2ccc3c(c2)OCO3)on1)N1CCN(c2cccc(C(F)(F)F)c2)CC1 | -0.06 | -1.1 | i
CCCC(=O)C1=C(N2CCCCC2)CC(C)(C)C(C(=O)OC)C1=O (stereo not given) | -0.91 | -0.2 | i
CC(C)=CCc1c(O)c(CC=C(C)C)c2occ(-c3ccc(O)cc3)c(=O)c2c1O | -1.7 | 1.1 | i
O=C(Nc1c(C(=O)N2CCOCC2)cnn1-c1ccccc1)c1ccccc1 | -0.7 | -1.0 | i
O=C(CCN1C(=O)[C@@H]2Cc3ccccc3CN2C1=O)N[C@@H](Cc1ccccc1)C(=O)O | 0.57 | -0.1 | i
COc1ccccc1N1C(=O)C2CC=CC(C)C2C1=O (stereo not given) | 0.02 | 0.5 | i
CC(=O)NN1C(=O)/C(=C\c2ccc(Br)o2)SC1=S | -5* | 0.7 | i
COc1cc([N+](=O)[O-])cc([N+](=O)[O-])c1NC(=O)N1CCOCC1 | -0.25 | 0.1 | i
CSc1ccc(/C=N/NC(=O)c2ccccc2Cl)cc1 | -0.05 | -1.5 | i
Cc1nc(-c2cccc(-c3noc(C)n3)c2)no1 | 1.6 | -1.2 | i
Cn1cc([N+](=O)[O-])c(C(=O)N/N=C/c2ccccc2)n1 | 2.2 | -1.4 | i
O=C(O)c1ccc(OCC(O)Cn2c3ccccc3c3ccccc32)cc1 (stereo not given) | -1.1 | 0.3 | i
O=C(CCn1c(=O)c2sccc2n(Cc2cc(=O)n3ccccc3n2)c1=O)NCc1ccco1 | 0.76 | -1.6 | i
C=CCNC(=S)NCC1COc2ccccc2O1 (stereo not given) | -2.4 | -0.8 | i
COC(CNc1ccc([N+](=O)[O-])c(NCC(OC)OC)c1C#N)OC | 0.3 | -0.2 | i
O=C(CSc1ncccn1)N1CCC(Cc2ccccc2)CC1 | 0.02 | 0.4 | i
CCCOc1ccc(C(=O)NCC(C)(C)N2CCOCC2)cc1 | -0.36 | 0.6 | i
Cc1cc(C)c(C)c(OCCN2CCOCC2)c1 | -0.1 | -2.6 | i
CN1C(=O)CSC1=NC12CC3CC(CC(C3)C1)C2 | 0.1 | 0.9 | i
Cc1cc(C)nc(SCCC(=O)Nc2ccc(F)cc2)n1 | -0.31 | -0.5 | i
Cn1c(SC/C=C/c2ccccc2)nnc1-c1cnccn1 | -0.24 | 0.4 | i
NC(=O)C1CCN(c2nc(-c3ccccc3)nc3c2oc2ccccc23)CC1 | -0.63 | . | i
Cc1ccc(CNC2CCCCC2)s1 | 0.11 | -1.7 | i
CCC(=O)N1c2ccccc2[C@@H](N(C(C)=O)c2ccccc2)C[C@H]1C | -1.1 | -0.2 | i
CC(=O)Nc1ccc2c(CSc3nnc(-c4cccnc4)n3-c3ccc(C)cc3C)cc(=O)oc2c1 | 3 | 0.5 | i
CCCCOc1ccc(-c2ncc([N+](=O)[O-])cn2)cc1 | 1.5 | -2.0 | i
COCCNc1c(-c2ccc(O)cc2)nc2ccc(Cl)cn12 | 0.69 | -0.2 | i
CCOC(=O)N1CCC(N2Cc3cccc(C(=O)Nc4ccc(OC)c(OC)c4)c3C2=O)CC1 | 0.03 | 0.9 | i
CCC(C)[C@H](NC(=O)N1CCCC1)C(=O)O (stereo not given in full) | 0.11 | 1.0 | i
CNc1c(NS(=O)(=O)c2ccc(OC)c(Cl)c2)c(=O)oc2ccccc12 | 0.29 | -0.6 | i
C=CCn1c(=O)c(C(=O)NCCNCC)c(O)c2ccccc21 | -1.5 | 0.2 | i
O=C(O)c1cc(S(=O)(=O)NC(Cc2c[nH]c3ccccc23)C(=O)O)ccc1Cl (stereo not given) | 1 | -0.8 | i
COc1ccccc1-n1nnnc1SCC(=O)Nc1ccccn1 | 0.09 | 0.7 | i
CC(=O)Nc1ccc(Nc2ccc3nonc3c2[N+](=O)[O-])cc1 | -1.8 | 4.2 | i
COc1ccc(N2CCN(C(=O)Cn3c(=O)[nH]c4ccccc4c3=O)CC2)cc1 | -0.24 | 0.5 | i

Next part.
SMILES | Kir21 block | STK33 inh | KCNQ2 inh
COc1cc(OC)cc(C(=O)NCCSCc2ccc(Cl)cc2)c1 | 0.67 | -0.5 | i
O=C(Nc1cccc(-n2cnnn2)c1)c1cccc(Cl)c1 | 0.04 | -0.8 | i
CC(=O)c1cccc(NC(=O)c2cc3ccccn3n2)c1 | -1.6 | 3.8 | i
O=C(Nc1ccc(Cl)cc1)[C@@H]1[C@@H]2C(=O)N(c3cccc(F)c3)C(=O)[C@@H]2[C@H]2C=CC=NN21 | -0.48 | -2.4 | i
O=C(CN1CCNC(=O)C1)NCCc1ccc(Cl)cc1Cl | 0.17 | -0.5 | i
Cc1nc(N)[nH]c(=O)c1CCC(=O)OCC(C)C | -0.73 | -0.6 | i
COc1ccccc1-[n+]1c(C)cc(/C=C2\Sc3ccccc3N2C)cc1C | -24 | -3.1 | i
O=C(NCC(=O)N1CCN(c2ccccc2)CC1)c1cccs1 | 0.14 | -2.1 | i
COCCn1c(=NC(=O)CSCC(=O)Nc2cc(C)on2)sc2cc(C(=O)OC)ccc21 | 0.21 | -1.0 | i
COc1cc(NC(=O)c2ccc(OC)c([N+](=O)[O-])c2)ccc1NC(=O)c1ccco1 | 1.9 | -1.5 | i
COc1ccccc1N1CCN(C2CCCN(C(=O)Cn3cccn3)C2)CC1 (stereo not given) | 0.13 | -0.3 | i
Nn1c(-c2ccc(O)cc2)nnc1-c1ccc(O)cc1 | 0.04 | 1.0 | i
O=C(NCC1CCN(S(=O)(=O)c2ccccc2)CC1)Nc1ccccc1 | 0.82 | -2.1 | i
COc1ccc(C(=O)N/N=C(\C)CC(=O)Nc2ccccn2)cc1OC | -0.47 | 1.7 | i
CCCC(=O)C1=C(O)C(C(=O)OC)C(C)(C)CC1=Nc1ccncc1 (stereo not given) | -0.42 | 0.3 | i
CC(C(=O)Nc1ccccc1C(=O)N1CCOCC1)N(c1ccccc1)S(C)(=O)=O (stereo not given) | -1.1 | -0.3 | i
CC1CN(C(=O)c2cc3cc(F)ccc3[nH]2)CC(C)O1 (stereo not given) | -0.7 | -1.8 | i
O=C(NCc1ccc(C(F)(F)F)cc1)C1CC(c2c(Cl)cccc2Cl)=NO1 (stereo not given) | 0.17 | -1.4 | i
Cc1nc2ccc(NC(=O)c3ccc(Cl)c([N+](=O)[O-])c3)cc2s1 | -0.18 | -2.0 | i
COc1ccc(CN2CCCC(C(=O)Nc3cccc(-n4cccn4)c3)C2)cc1 (stereo not given) | -3 | 0.7 | i
COc1ccc(S(=O)(=O)NNC(=O)c2csc(-n3nc(C)cc3C(F)(F)F)n2)cc1 | 0.55 | 1.5 | i
Cc1cccc(N2CCN(C(=O)N3CCOCC3)CC2)c1C | -1.2 | -0.2 | i
CCCN1Cc2cccc(C(N)=O)c2C1=O | 0.41 | 0.4 | i
O=C(NCc1ccccn1)c1cn(CCc2ccccc2)nn1 | 0.64 | -1.1 | i

No new results follow: an excerpt of the list.
SMILES | Kir21 block | STK33 inh | KCNQ2 inh
CCCC(=O)C1=C(O)C(C(=O)OC)C(C)(C)CC1=Nc1ccncc1 (stereo not given) | -0.42 | 0.3 | i
CC(C(=O)Nc1ccccc1C(=O)N1CCOCC1)N(c1ccccc1)S(C)(=O)=O (stereo not given) | -1.1 | -0.3 | i
CC1CN(C(=O)c2cc3cc(F)ccc3[nH]2)CC(C)O1 (stereo not given) | -0.7 | -1.8 | i
O=C(NCc1ccc(C(F)(F)F)cc1)C1CC(c2c(Cl)cccc2Cl)=NO1 (stereo not given) | 0.17 | -1.4 | i
Cc1nc2ccc(NC(=O)c3ccc(Cl)c([N+](=O)[O-])c3)cc2s1 | -0.18 | -2.0 | i
COc1ccc(CN2CCCC(C(=O)Nc3cccc(-n4cccn4)c3)C2)cc1 (stereo not given) | -3 | 0.7 | i

More compounds
SMILES | Kir21 block | STK33 inh | KCNQ2 inh
COc1ccccc1C(=O)NNC(=O)c1cccc(Cl)c1 | -0.06 | -0.4 | i
O=C(/C=C/c1cn(CC(O)CN2CCCCC2)c2ccccc12)c1ccccc1 (stereo not given) | -4 | . | -5.7*
N[C@@H]1CONC1=O | 0.65 | -0.8 | i
S=c1[nH]nc(-c2ccco2)n1/N=C/c1ccc(Cl)cc1Cl | 0.5 | -0.1 | i
CC(C)C(=O)OCc1cn(-c2ccc(Cl)c(Cl)c2)nn1 | 0.08 | -1.0 | i
COc1cc(C(CC(=O)N2CCCC2)c2c(OC)cc(OC)c3ccc(=O)oc23)cc(OC)c1OC (stereo not given) | 0.06 | -0.3 | i
CC(C)(C)NC(=O)C1Cc2ccccc2CN1C(=O)Nc1ccccc1Cl (stereo not given) | 0.2 | -1.5 | i
CCOc1ccc2cc(C3CC(c4ccco4)=NN3S(=O)(=O)c3ccccc3)c(Cl)nc2c1 (stereo not given) | -2.3 | -0.6 | i
Cn1nnc(NC(=O)c2ccc(C(C)(C)C)cc2)n1 | 0.9 | -0.7 | i
CN(C)C(=O)c1cc(C(=O)c2ccccc2C(F)(F)F)c[nH]1 | 0.7 | -2.3 | i
CCCCOc1ccc(CSc2n[nH]c(C)n2)cc1 | 1.3 | 0.1 | i
COc1ccc(C(=O)N/N=C/C(=O)c2ccccc2)cc1 | -0.1 | . | i
O=C(N=C1SC2CS(=O)(=O)CC2N1Cc1ccccc1Cl)C1CC1 (stereo not given) | -2.6 | 0.2 | i
CC(C)c1ccc(S(=O)(=O)NCc2ccc3c(c2)OCO3)cc1 | -1.1 | -0.9 | i
O=C(Nc1ccc(Oc2ccccc2)cc1)C1CCN(c2c3c(nc4ncnn24)CCC3)CC1 | 0.41 | -1.5 | i
N#CCCC(CCC#N)(CCC#N)c1cc[n+](CCc2ccccn2)cc1 | -0.34 | 0.1 | i
Cc1ccc2cc(C=O)c(N(C)C)nc2c1 | -0.45 | -0.6 | i
NS(=O)(=O)c1ccc(NC(=O)CN2CCCC2)cc1 | 1.2 | 1.7 | i
COc1ccc(C2c3ccc(O)cc3Oc3ncn4nc(-c5ccccn5)nc4c32)cc1 (stereo not given) | 0.71 | 11 | i
COc1ccc2c(c1)c(=O)oc1c(C)c(OCc3ccc(C(=O)O)cc3)ccc12 | -0.29 | 0.2 | i
Cc1cccc(N2CCN(C(c3cccs3)c3nnnn3C(C)(C)C)CC2)c1C (stereo not given) | -0.45 | -1.4 | i
CCC(C)NC(=O)COc1ccc(S(=O)(=O)N2CCOCC2)cc1 (stereo not given) | 0.14 | 1.3 | i
O=C(/C=C/c1ccccc1)N/C(=C/c1ccccc1)C(=O)Nc1cccc(C(=O)O)c1 | 1.1 | -1.0 | i

Entries above that have a cyano group:
SMILES | Kir21 block | STK33 inh | KCNQ2 inh
COC(CNc1ccc([N+](=O)[O-])c(NCC(OC)OC)c1C#N)OC | 0.3 | -0.2 | i
N#CCCC(CCC#N)(CCC#N)c1cc[n+](CCc2ccccn2)cc1 | -0.34 | 0.1 | i

Bioassay records deposited in PubChem by several laboratories.

Rows are unselected (roughly 1.9% active in at least one column).
